Screening results: PubChem BioAssay, National Center for Advancing Translational Sciences (NCATS)
TbPYK inhibitor = qHTS of Trypanosoma Brucei Inhibitors. pyruvate kinase (Trypanosoma brucei), Q57TT1. TbPYK enzyme, Kinase-Glo Plus ATP luminescence, 45 min. Potency, µM (titrated, usually from 76.8 µM), for inactives: at the highest dose activity, negative = inhibition, usual class: inhibitors. actives 0.12% (n = 410,000); further: nearly all actives have a fitted effect of over 50% in size
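Quantitative HTS: titrated library compounds versus trypanosomal pyruvate kinase in TEA buffer (pH 7.2) containing KCl, MgCl2, BSA and Tween-20. Reactions were initiated with ADP, 130 uM final. Kinase-Glo Plus luminescence was read after 45 min at RT.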
Sm TGR block = qHTS Assay for the Inhibitors of Schistosoma Mansoni Peroxiredoxins; Schistosoma mansoni thioredoxin glutathione reductase (TGR), Q962Y6; purified TGR, DTNB reduction, TNB absorbance 405 nm; Potency, µM (highest dose often 114 µM), for the others: top-dose activity change, negative = inhibition, most hits filed as inhibitors; actives 3% (n = 360,000); AID 485364, 2010; further: nearly all actives have a fitted effect of over 60% in size
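First, TGR (20 nM dispensed) and NADPH were mixed with compound. Second, a 15 min room-temperature incubation followed. Third, further NADPH and then DTNB were added to start the reaction. Finally, TNB absorbance was monitored kinetically.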
* marks the source's active call; other numbers are inactive results; ? = inconclusive; [ ] = remark or other dose. The call rests on the fitted dose curve; in most records, active means well fitted curve in the direction sought with a large enough effect; inconclusive means small, poorly fitted or top-dose-only effect, or another doubt; inactive means no such curve, though single readings can be large; an effect the other way counts as inactive or inconclusive. On the % scale 0 is the no-effect control and ±100 the full control effect; potency means the concentration at half of the fitted maximal effect. Some of the compounds tested, so the mix of outcomes need not match the whole.

Values run as follows: TbPYK inhibitor | Sm TGR block
- COc1ccc(OC)c(NC(=O)CN(c2ccccc2OC)S(=O)(=O)c2ccc(C)cc2)c1
    -2% | 5%
- Cc1ccc(-n2ncc(C(=O)N3CCN(C(=O)c4ccco4)CC3)c2C2CCN(C(=O)OC(C)(C)C)CC2)cc1
    -2% | 0%
- Cc1sc2ncn(CC(=O)Nc3cccc(C(F)(F)F)c3)c(=O)c2c1S(=O)(=O)N1CCC(C)CC1
    3% | 2%
- Cc1nn(CC(=O)Nc2ccc(OC(F)(F)F)cc2)c(=O)c2c(C)n(-c3ccc(Cl)cc3)nc12
    4% | 4%
- CN(C)CCCN(C(=O)c1cccs1)c1nc2ccc(F)cc2s1
    -1% | 4%
- Cc1ccc(C)c(N2CCN(C(c3ccccc3)c3nnc(-c4ccccc4F)o3)CC2)c1 (stereo unspecified)
    2% | 7%
- COc1ccc(-c2c(C)c3cc(OC(=O)N4CCOCC4)ccc3oc2=O)cc1OC
    0% | 6%
- COc1cccc(Cn2nnc3c(=O)[nH]c(C4CCN(C(=O)c5ccccc5Cl)CC4)nc32)c1
    1% | -4%
- Cc1c(C(=O)NCCN(C)C)oc2c1-c1nn(Cc3cccc(Cl)c3)cc1CC2
    -3% | 2%
- COc1ccc(OC)c(CNC(=O)c2c(C)oc3ncn(C)c(=O)c23)c1
    -6% | 3%
- COc1ccc(-c2ccc(CCC(=O)O)n2-c2cc(Cl)ccc2O)cc1
    -9% | ?
- Cc1cccc(CCNC(=O)c2cnc3c(C)cccn3c2=O)c1
    -5% | 9%
- Cc1oc2ncn(C)c(=O)c2c1C(=O)Nc1ccc(F)cc1
    3% | 7%
- COc1ccc(-c2nc3ccccc3s2)cc1NC(=O)c1ccccc1OC
    0% | 10%
- CCOc1ccc(NC(=O)CSc2ncc3c(n2)-c2ccc(Cl)cc2N(Cc2ccccc2)S3(=O)=O)cc1
    0% | -2%
- CSc1ccc(NC(=O)Cn2nnnc2-c2ccccc2F)cc1
    -1% | 4%
- COc1ccc(OC)c(NC(=O)COCc2cc(-c3ccc(F)cc3)on2)c1
    -8% | 29%
- CC(=O)C1=C(c2ccc(C)cc2)N(C(C)=O)n2c(nnc2-c2ccccc2)S1
    -2% | 9%
- CC(=O)N1CCc2cc(S(=O)(=O)NC(CC(C)C)C(=O)NCc3ccccc3)ccc21 (stereo unspecified)
    -5% | 1%
- Cc1ccc(N2C(=O)c3n[nH]c(C)c3C2c2ccccc2Cl)cc1 (stereo unspecified)
    2% | -1%
- CC(C)(C)c1ccc(-c2nnc(-c3ccccc3NC(=O)c3cccc(C(F)(F)F)c3)o2)cc1
    1% | 11%
- CCN(Cc1ccccc1)C(=O)Cn1c(=O)n(-c2ccc(C)c(C)c2)c(=O)c2c(C)c(C)sc21
    2% | -1%
- Cc1ccc(C)c(Cn2c3ccccc3c3cnn(CC(=O)NC4CCCCCC4)c(=O)c32)c1
    1% | 3%
- CC1CCN(S(=O)(=O)c2ccc3c(c2)N(CC(=O)O)C(=O)CO3)CC1
    0% | 7%
- COc1cccc(Nc2nc3c(S(=O)(=O)c4cc(C)ccc4C)nnn3c3ccsc23)c1
    -6% | -29%
- Cc1cn2c(=O)cc(COc3ccccc3NC(=O)c3ccc(Cl)cc3)nc2s1
    1% | -1%
- Cc1ccccc1CNC(=O)C(=O)NCC(c1ccco1)S(=O)(=O)c1cccs1 (stereo unspecified)
    -5% | ?
- CCN(CC)C(=O)c1sc2c(c1C)c(=O)n(-c1ccc(Cl)c(Cl)c1)c(=O)n2Cc1cc(=O)n2c(C)cccc2n1
    2% | -3%
- Cc1cccc(C(=O)Nc2ccccc2OCc2cc(=O)n3cc(C)ccc3n2)c1
    -9% | 1%
- CCc1ccc(CNC(=O)c2ccc3c(Cl)c4c(nc3c2)CCCC4)cc1
    0% | 8%

The final six records of the part above lead into the next:
Values run as follows: TbPYK inhibitor | Sm TGR block
- COc1cccc(Nc2nc3c(S(=O)(=O)c4cc(C)ccc4C)nnn3c3ccsc23)c1
    -6% | -29%
- Cc1cn2c(=O)cc(COc3ccccc3NC(=O)c3ccc(Cl)cc3)nc2s1
    1% | -1%
- Cc1ccccc1CNC(=O)C(=O)NCC(c1ccco1)S(=O)(=O)c1cccs1 (stereo unspecified)
    -5% | ?
- CCN(CC)C(=O)c1sc2c(c1C)c(=O)n(-c1ccc(Cl)c(Cl)c1)c(=O)n2Cc1cc(=O)n2c(C)cccc2n1
    2% | -3%
- Cc1cccc(C(=O)Nc2ccccc2OCc2cc(=O)n3cc(C)ccc3n2)c1
    -9% | 1%
- CCc1ccc(CNC(=O)c2ccc3c(Cl)c4c(nc3c2)CCCC4)cc1
    0% | 8%
- CC(C)c1cnc2c(c1SCC(=O)O)c(=O)n(C)c(=O)n2C
    -8% | 5%
- Fc1ccc(-c2cc(-c3ccccc3)c3c(n2)-c2cc(F)ccc2OC3)cc1
    -11% | 5%
- CC(=O)Nc1ccc(NC(=O)c2ccc3c(c2)N(Cc2cccc(Cl)c2)C(=O)c2ccccc2S3(=O)=O)cc1
    -8% | 5%
- Cc1c(CNC2CCCCC2)c(C(=O)O)c(C)n1Cc1c(F)cccc1Cl
    5% | -10%
- Cc1cccc(N2CCN(C(=O)c3cccn4c(=O)c5cc(Cl)ccc5nc34)CC2C)c1 (stereo unspecified)
    -2% | -12%
- Oc1c(C(c2ccccc2)N2CCC(O)CC2)sc2nc(-c3ccco3)nn12 (stereo unspecified)
    9% | 1%
- CCC(Cn1nnc2ccccc2c1=O)NC(=O)Nc1cc(C)cc(C)c1 (stereo unspecified)
    -1% | -4%
- Cc1cccc(NC(=O)Cn2cc(C(=O)C3CCCCC3)c3ccccc32)c1C
    -4% | 7%
- Cc1ccc(Cn2c(C)c(CNCc3ccc(OC(C)C)cc3)c(C(=O)O)c2C)cc1
    -7% | -20%
- COC(=O)c1ccccc1NC(=O)N1CCC(n2c(C)nc3cccnc32)CC1
    5% | -24%
- CCN(C(=O)Cn1nc(Cc2cccnc2)c2ccccc2c1=O)c1ccccc1F
    -4% | 4%
- NS(=O)(=O)c1ccc(NC(=O)C2Cc3ccccc3N2C(=O)c2ccccc2)cc1 (stereo unspecified)
    1% | 0%
- Fc1ccc(C(c2nnc(-c3ccccc3)o2)N2CCN(c3ccccc3)CC2)c(Cl)c1 (stereo unspecified)
    2% | 2%
- CCOC(=O)c1c(S(=O)(=O)NCC(=O)Nc2ccc(C(C)=O)cc2)c(C)n(C)c1C
    6% | 1%
- COc1ccccc1Cc1nc2ccccc2nc1SCC(=O)N1CCc2ccccc21
    1% | -1%
- CCOC(=O)c1[nH]c(C)c(CCC(=O)NCc2ccccc2C)c1C
    3% | -3%
- CCOc1ccc(-c2nc3cc(NC(=O)COc4cccc(C)c4)ccc3o2)cc1
    -8% | -6%
- COc1ccc(N2CCN(C(=O)C3CCN(Cc4nc(-c5ccc(Cl)cc5)oc4C)CC3)CC2)cc1
    3% | -15%
- Cc1ccc(Sc2ccc(N3CCC(C(=O)Nc4ccc(C)c(F)c4)CC3)nn2)cc1
    7% | 3%
- Cc1cn(C)c(CC(=O)Nc2ccc(F)cc2Cl)c1C(=O)O
    2% | -1%
- CCCCCOC(=O)CSc1ncnc2c1sc1nc(N3CCOCC3)c3c(c12)CCCC3
    -5% | -1%
- CCN(CC)c1ccc(C(=O)Nc2ccc3nc(N(CC)CC)cc(C)c3c2)cc1
    0% | 0%
- CCOc1ccc(NC(=O)Cc2ccc(NC(=O)N3CCCCc4ccccc43)cc2)cc1
    -5% | -6%
- COc1cccc(CNC(=O)CCCN2C(=O)CSc3c2c(C)nn3-c2ccccc2)c1OC
    -1% | 0%
- Cc1c(C(=O)OC2CCC(C)CC2)[nH]c2c1C(=O)CC(c1ccc(F)cc1)C2 (stereo unspecified)
    -1% | -4%
- COc1ccc(N2CCN(C(=O)CCn3cnc4onc(-c5ccc(F)cc5)c4c3=O)CC2)cc1
    0% | -2%
- CCOC(=O)c1ccc(Nc2cc(-c3ccccc3)nc(C)n2)cc1
    -1% | -2%
- CCN(CC)c1ccc(NC(=O)CN2C(=O)c3cccnc3Sc3ccccc32)c(C)c1
    3% | 4%
- COc1ccc(CCNc2nc(-c3ccc(OC)c(OC)c3)cc(C(F)(F)F)n2)cc1OC
    13% | 5%
- C=Cc1ccc(CN2C(=O)N(c3cccc(Cl)c3)S(=O)(=O)c3ccccc32)cc1
    -6% | 4%
- Cc1oc(-c2ccc(C(=O)N(C)Cc3ccccc3)cc2)nc1CN1CCc2ccccc21
    6% | -8%
- COc1ccccc1S(=O)(=O)Cc1ccc(C(=O)NCc2ccc(Cl)cc2)o1
    1% | -4%
- COc1cc(NC(=O)Cn2cc(S(=O)(=O)N3CCC(C)CC3)c3ccccc3c2=O)cc(OC)c1OC
    -1% | 5%
- O=C(COc1ccccc1F)OCc1cc(=O)n2nc(-c3cccs3)sc2n1
    0% | -7%
- CCOC(=O)c1ccc(NC(=O)CSc2cn(CC(=O)N3CCCC3)c3ccccc23)cc1
    3% | 0%
- Cc1ccccc1Nc1cc(C(=O)NCCc2ccc(Cl)cc2)c2ccccc2n1
    -3% | 0%
- Cc1cc(C)cc(NS(=O)(=O)c2ccc3[nH]cc(C(=O)NC4CCCCC4)c(=O)c3c2)c1
    3% | 1%
- COc1cccc(C(=O)c2c(N)c(-c3nc(-c4ccccc4)cs3)c3ccccn23)c1
    0% | 9%
- CCOC(=O)c1c(NC(=O)CS(=O)(=O)c2ccc(Cl)cc2)sc2c1CCCC2
    -13%[15.4 µM] | 2%
- COc1ccc(NC(=O)N2CCN(c3cc(-c4noc(C)n4)ccc3C)CC2)c(OC)c1
    5% | 5%
- CCc1nn(CC(=O)NCc2ccc(OC)cc2OC)c(=O)c2cc3c(OC)cccc3n12
    2% | 1%
- O=C(c1ccco1)n1nc(-c2ccccc2)nc1NCc1ccc(Cl)cc1
    6% | -3%
- COc1ccc(-c2cc(C(F)(F)F)n3nc(C(=O)Nc4sc5c(c4C#N)CCC(C)C5)cc3n2)cc1OC (stereo unspecified)
    2% | 2%
- CCOC(=O)c1ccc(-c2ccc(/C=C(\C#N)C(=O)Nc3c(C)cccc3Cl)o2)cc1
    1% | -11%
- COc1ccccc1CNC(=O)c1c2c(nc3ccccc13)C(=O)N(C1CCCCC1)C2
    2% | 5%
- O=C(Nc1sc2c(c1C(=O)Nc1ccccc1)CCC2)c1ccc(Br)cc1
    -3% | ?
- CCC(C)OC(=O)/C(C#N)=C\c1ccc(-c2cccc(C(F)(F)F)c2)o1 (stereo unspecified)
    -1% | 7%
- CCOc1ccccc1NC(=O)CSc1nc2cc(OC)c(OC)cc2c2nc(CCn3c(C)nc4ccccc43)nn12
    1% | -5%
- COc1ccc(-c2c(C)nn3c(N4CCC(C(=O)NCCC(C)C)CC4)cc(C)nc23)cc1OC
    -2% | 15%
- CN(C)S(=O)(=O)N(CC(=O)NCCSCc1c(F)cccc1Cl)c1ccccc1
    5% | 17%
- COc1ccc(CCNC(=O)C(=O)Nc2ccc(C)c(C)c2)cc1
    1% | -8%
- CCOC(=O)c1ccc(NC2SC(=O)N(Cc3cccc(C(=O)O)c3)C2=O)cc1 (stereo unspecified)
    ? | -18%
- COc1cc(C2CC(=O)N(CC(=O)Nc3ccccc3F)c3ccccc3S2)cc(OC)c1OC (stereo unspecified)
    1% | 3%
- Cc1ccc(C(C)C)c(OCC(=O)Nc2ccc3c(c2)nc(CCNC(=O)c2ccco2)n3C)c1
    -5% | -6%
- COc1cc(OC)c(NC(=O)c2cc(C(C)=O)n3ccccc23)cc1Cl
    -3% | 13%
- Cc1ccc(NC(=O)c2nc(S(C)(=O)=O)ncc2N(Cc2ccccc2)Cc2ccco2)c(C)c1
    -6% | -1%
- CCc1ccc(-n2nc(C)c3c(C)cc(=O)n(CC(=O)Nc4cc(Cl)ccc4OC)c32)cc1
    0% | -1%
- COc1ccc(-c2nc(CN3CCC(C(=O)NCc4ccccc4)CC3)c(C)o2)cc1OC
    0% | -14%
- CCCC(=O)Nc1cc(C(=O)NCc2ccccc2)ccc1S(=O)(=O)c1ccc(Cl)cc1
    0% | 8%
- CCOc1ccc(CN(C(=O)c2nc(SC)ncc2Cl)C2CCS(=O)(=O)C2)cc1 (stereo unspecified)
    1% | 15%

Other structures follow:
Values run as follows: TbPYK inhibitor | Sm TGR block
- COc1ccc(S(=O)(=O)NCC(c2ccc(N(C)C)cc2)N2CCOCC2)cc1 (stereo unspecified)
    -5% | 2%
- Cc1ccc(C(C)C)c(OCCCn2c(=O)oc3ccccc32)c1
    -9% | -11%
- Cc1cccc(C)c1NC(=O)Cn1c(=O)n(CCC(=O)NCc2ccccc2Cl)c(=O)c2sccc21
    4% | 9%
- COCCCNC(=O)N1[C@H](c2cccs2)[C@@H](C)C(=O)[C@@H](C)[C@@H]1c1cccs1
    3% | 2%
- Cc1ccc(NC(=O)c2c(N3CCCC3=O)c3cc(C)ccc3n2C)c(C)c1
    6% | 6%
- CCOC(=O)c1c(NC(=O)c2cc3ccccc3c(=O)o2)sc2c1CCC(C)C2 (stereo unspecified)
    -2% | 2%
- Cc1ccc(Cl)cc1N1CCN(C2(c3ccccc3)C(=O)c3ccccc3C2=O)CC1
    3% | 7%
